# HBB splicing: qHTS Assay for Modulators of Hemoglobin Beta Chain Splicing | Potency, µM (doses to about 46.1 µM), for inactives: at the highest dose activation, actives largely listed as activators | HBB splicing reporter cell assay, activation; EGFP reporter with mutant IVS2-654 intron; response scale: normalised to 500 nM splice-correcting PNA | actives 0.06% (n = 65,000); also: potency is read from the fitted curve at half-maximal effect; 0% is about no effect
#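 Compounds were applied for 2 days to HeLa EGFP-654 cells, 500/well in Optimem with 2% FCS. The reporter's EGFP is disrupted by mis-splicing of beta-globin intron IVS2-654. Readout: summed well GFP fluorescence from 488 nm laser scanning; reference was 500 nM antisense […] 654 PNA.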
# TexasRed autofl: qHTS Assay for Spectroscopic Profiling in Texas Red Spectral Region; Compound fluorescence, Texas Red channel, 547/618 nm; hits give high values; max dye-equivalent concentration, M; actives 0.06% (n = 59,000); AID 587, 2007; in the data active = max dye-equivalent concentration above about 10 nM; inconclusive = between about 1.1 nM and that limit
#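 qHTS profiling of intrinsic compound fluorescence; 100 mM Tris pH 8.0; 15 min RT; ex 547 / em 618 nm; response expressed as Texas Red dye-equivalent concentration from six-point plate standard.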
# FLuc inh: qHTS Assay for Inhibitors of Firefly Luciferase; Luciferin 4-monooxygenase (Photinus pyralis), P08659; purified firefly luciferase, luminescence, 8 min; Potency, µM (series often up to 57.1 µM), without a hit: at the highest dose activity change, negative = inhibition, usual class: inhibitors; actives 2.2% (n = 72,000); AID 411, 2009; also: potency is read from the fitted curve at half-maximal effect; % is scaled to controls: 0 for no effect and ±100 for the full control effect; nearly all actives have a fitted effect of over 40% in size
# Target sequence (P08659 whole entry, looked up): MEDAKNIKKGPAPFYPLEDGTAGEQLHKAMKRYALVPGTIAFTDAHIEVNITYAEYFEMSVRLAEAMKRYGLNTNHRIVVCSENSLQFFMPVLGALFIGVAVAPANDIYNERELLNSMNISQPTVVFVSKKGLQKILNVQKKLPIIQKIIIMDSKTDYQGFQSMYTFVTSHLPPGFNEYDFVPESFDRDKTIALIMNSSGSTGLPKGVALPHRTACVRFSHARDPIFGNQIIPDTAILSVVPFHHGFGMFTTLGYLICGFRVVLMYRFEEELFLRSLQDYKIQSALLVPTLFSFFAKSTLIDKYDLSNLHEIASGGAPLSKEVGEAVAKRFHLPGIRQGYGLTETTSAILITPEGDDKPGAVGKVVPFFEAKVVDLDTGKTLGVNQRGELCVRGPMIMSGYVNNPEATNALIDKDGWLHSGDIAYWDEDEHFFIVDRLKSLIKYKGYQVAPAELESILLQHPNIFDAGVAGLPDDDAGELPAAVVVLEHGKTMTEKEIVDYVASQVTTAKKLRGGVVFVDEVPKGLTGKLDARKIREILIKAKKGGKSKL
#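 Titration-based qHTS; buffer 50 mM imidazole pH 7.2, 50 mM KCl, 7 mM MgCl2, 10 uM ATP, 0.01% Tween 20, 0.05% BSA; luciferase/luciferin detector mix added after compound; 8 min, ambient; luminescence.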
# 4-MU autofl: qHTS Assay for Spectroscopic Profiling in 4-MU Spectral Region; compound autofluorescence, 340/450 nm, 4-MU equivalents; hits give high values; max dye-equivalent concentration, M; actives 11% (n = 59,000); in the data active = max dye-equivalent concentration above about 10 nM; inconclusive = mostly about 1.1 nM to 9.6 nM
#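 Compounds in 100 mM Tris, pH 8.0, incubated 15 min at room temperature, then fluorescence read at 340 nm excitation/450 nm emission. Signal converted to 4-MU dye-equivalent concentration using an on-plate six-point 4-MU standard curve.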
# A350 fluor: qHTS Assay for Spectroscopic Profiling in A350 Spectral Region; Compound autofluorescence, 340/450 nm, Alexa 350 dye-equivalents; hits give high values; max dye-equivalent concentration, M; actives 11% (n = 59,000); AID 590, 2007; in the data active = max dye-equivalent concentration above about 10 nM; inconclusive = mostly about 1.1 nM to 9.6 nM
# Fluorescein fluor: qHTS Assay for Spectroscopic Profiling in Fluorescein Spectral Region | max fluorescein-equivalent concentration, M | Compound autofluorescence, 480/540 nm, fluorescein-equivalent; hits give high values | AID 593, 2007 | actives 0.91% (n = 59,000); in the data active = max fluorescein-equivalent concentration above about 10 nM; inconclusive = between about 1.1 nM and that limit
#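 Tris 100 mM pH 8.0; 15 min RT; CCD read, ex 480/em 540 nm. Output: fluorescein-equivalent concentration per compound concentration, from six-point dye series on each plate.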
# ERK AVP block: qHTS Assay for Inhibitors of the ERK Signaling Pathway using a Homogeneous Screening Assay | HEK293-V1b, vasopressin-stimulated pERK AlphaScreen | Potency, µM (doses to about 57.5 µM), without a hit: at the highest dose activity, negative = inhibition, usual class: inhibitors | actives 0.99% (n = 72,000) | AID 995, 2007; also: potency is read from the fitted curve at half-maximal effect; % is scaled to controls: 0 for no effect and ±100 for the full control effect; nearly all actives have a fitted effect of over 55% in size
#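 V1b-HEK293 cells; cpd 30 min 37C; 25 nM vasopressin 5 min; lyse 10 min; AlphaScreen beads 5 hr RT. Normalized to DMSO basal and 25 nM vasopressin; AC50 by Hill fit.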
# Hsp90 Hop PPI: qHTS Assay for Disrupters of an Hsp90 Co-Chaperone Interaction; Hsp90 C-terminal peptide / TPR2A (Hop) interaction, human; AlphaScreen TPR2A-His6 binding biotin-Hsp90 C-terminal peptide; Potency, µM (doses to about 57 µM), inactives show top-dose activity change, negative = inhibition; actives 0.44% (n = 71,000); AID 595, 2007; active = well fitted curve in either direction with a large enough effect; inconclusive = small, poorly fitted or top-dose-only effect, or another doubt; also: potency is read from the fitted curve at half-maximal effect; % is scaled to controls: 0 for no effect and ±100 for the full control effect; many of its hits are not listed in these tables
# UbGFP stabilizer: Ubiquitin-GFP Assay; AID 526, 2006; 67,000 tested, under 10 active; Potency, µM (top dose mostly 45.9 µM), inactives show at the highest dose activation (GFP accumulation), usual class: activators; Ubiquitin-GFP reporter cells, proteasome inhibition, GFP fluorescence; response scale: untreated = 0%, 10 µM MG-132 = 100%; active = well fitted activation curve with a large enough effect, not every such curve was filed as active; inconclusive = small, poorly fitted or top-dose-only effect, or another doubt; inactive = no such curve, though single readings can be large or run the other way; also: potency is read from the fitted curve at half-maximal effect
#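 U2OS cells expressing ubiquitin(G76V)-GFP, seeded overnight in 0.5% FBS medium, then treated 4 hr at 37 C across 46 uM to 2.9 nM. GFP-positive cells counted by laser cytometry (488 ex/515 em); %activity scaled between basal and 10 uM MG-132.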
# GFP derepression: qHTS Assay for Epigenetic Modulators; mouse C127i GFP locus derepression, cytometry, 30 h; actives 0.09% (n = 68,000); Potency, µM (top dose mostly 46.1 µM), inactives show top-dose GFP derepression (activation); AID 597, 2007; also: % of control where 0% means no effect
#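 Read-out is the number of GFP-positive cells, scored as fluorescent objects 20 to 120 um wide, reflecting derepression of a silenced CMV-GFP reporter in murine C127i cells after 30 h compound exposure at 37 C.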
# CRE-bla Fsk: Cell signaling CRE-BLA (Fsk stim). CHO CRE-bla reporter (cAMP response element driving beta-lactamase), forskolin EC10, beta-lactamase ratio. Potency, µM (highest dose often 38.2 µM), for inactives: top-dose activity change, negative = inhibition, usual class: activators. actives 2.5% (n = 71,000). AID 662, 2007; active = well fitted activation curve with a large enough effect in the signal ratio, with a control signal flat, not every such curve was filed as active; inconclusive = small, poorly fitted or top-dose-only effect, or effect the other way, or a change in a side signal; the % refers to the signal ratio; also: potency is read from the fitted curve at half-maximal effect; % of control where 0% means no effect
#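 qHTS titration format; CRE-bla CHO reporter; stimulus EC10 NKH 477, a water-soluble forskolin. Read: CCF4 460/530 nm ratio. Potency expressed as AC50 for activators or inhibitors.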
# The depositor's hits bear a star; i = inactive; ? = inconclusive; . = not tested or not shown; [ ] = dose if it differs, or a comment. Unless noted, calls follow the shape of the dose curve; as a rule, active = well fitted curve in the direction sought with a large enough effect; inconclusive = small, poorly fitted or top-dose-only effect, or another doubt; inactive = no such curve, though single readings can be large; an effect the other way counts as inactive or inconclusive.
SMILES,HBB splicing,TexasRed autofl,FLuc inh,4-MU autofl,A350 fluor,Fluorescein fluor,ERK AVP block,Hsp90 Hop PPI,UbGFP stabilizer,GFP derepression,CRE-bla Fsk
CCOC(=O)c1cc(CNC(=O)c2c(C)oc3c2CCCC3)c(C)o1,2.2%,?,0.7%,i,i,i,-0.7%,-0.7%,-1.9%,-1.2%,10.1%
COc1ccc(C(=O)N2CCC3(CC2)CCN(c2ccccc2)CC3)cc1,2.0%,i,-1.3%[11.4 µM],i,i,i,-6.1%,-7.1%,-4.3%,2.3%[9.22 µM],-13.7%
CCCN1C(=O)c2ccccc2NC1c1ccc(OC)cc1OC (stereo unspecified),-0.2%[57.5 µM],i,0.7%,8.55e-07M*,9.9e-07M*,?,4.3%,1.5%,-5.3%,-2.8%,?
COc1ccccc1N(CC(O)CN(c1ccccc1)S(C)(=O)=O)S(=O)(=O)c1ccccc1 (stereo unspecified),1.5%,?,0.2%,i,i,?,9.4%,-1.7%,-7.6%,2.3%,-7.0%
CC(=O)C(C)Oc1ccc2c3c(c(=O)oc2c1)CCCC3 (stereo unspecified),3.8%,.,-18.2%,.,.,.,?,4.7%,6.5%,0.9%,?
O=C(CCS(=O)(=O)c1cccs1)N1CCCC1,-0.7%,i,-2.6%,i,i,i,22.0%,-3.6%,2.6%,-2.4%,1.1%
CCCSc1nnc(-c2ccccc2NC(=O)CC)c(=O)[nH]1,-1.0%,i,0.5%,i,i,i,38.3%,?,1.9%,-1.6%,-1.9%
CCCCn1c(C)cc2cc(O)ccc21,.,i,-2.6%[25.5 µM],i,i,i,.,.,.,-3.8%[20.6 µM],.
CC1Cc2nc(SCC(=O)N3CCCC3)n(C)c(=O)c2S1 (stereo unspecified),0.1%,.,3.5%,.,.,.,.,-4.7%,5.4%,.,-3.7%
CC1CCN(S(=O)(=O)c2cccc(C(N)=O)c2)CC1,0.0%[57.5 µM],i,-0.1%,i,i,i,-5.6%,-1.0%,0.3%,3.3%,4.5%
CNC(=O)CSc1nnc(-c2cccnc2)n1CCc1ccccc1,2.9%,?,3.7%,i,i,?,-26.9%,0.3%,-5.2%,0.0%,8.8%
C=Cn1ccnc1P(=S)(c1ccc2c(c1)c1ccccc1n2CC)c1nccn1C=C,-0.2%[57.5 µM],?,1.2%,i,i,i,-12.1%,-4.7%,3.7%,5.0%,-14.6%
CCN1C(=O)C2(C(C#N)=C(N)Oc3cc(C)oc(=O)c32)c2ccccc21 (stereo unspecified),-0.1%,?,-0.7%,i,i,i,7.4%,-1.6%,-5.6%,7.6%,-6.3%
CCOCCCNC(=O)CCCn1nc(C)n2c(cc3sccc32)c1=O,-0.2%,.,0.1%,.,.,.,-11.7%,-5.7%,8.8%,2.3%,11.6%
CCOC(=O)C1CCN(C(=O)C2CCN(S(=O)(=O)c3cc(Cl)ccc3Cl)CC2)CC1,0.4%,?,-1.0%,i,i,i,-17.5%,-1.2%,3.5%,2.6%,-12.6%
C=CCN(CC=C)C(=O)C1CC(=O)N(c2ccc(Br)cc2)C1 (stereo unspecified),0.8%,.,0.7%,.,.,.,-5.5%,-3.1%,-0.1%,0.1%,-1.0%
CCOC(=O)c1ccccc1NC(=O)C(C)Oc1ccccc1 (stereo unspecified),1.7%[9.22 µM],.,-0.8%,.,.,.,119.3%[activator],?,-4.2%,0.0%,?
CC(C)c1c(O)nc(SCc2ccccc2)[nH]c1=O,.,i,2.0%,i,i,i,-5.3%,-0.5%,-0.2%,0.0%,-16.9%
COc1cc(N)c(Cl)cc1C(=O)OCCCN1CCCCC1,.,.,-1.4%,.,.,.,-5.0%,-1.2%,-1.3%,-1.9%,-13.1%
N#CCCn1c(=O)c(-c2ccc(Cl)cc2)nc2cnc(OCc3ccccc3)nc21,-1.1%,i,0.4%[11.4 µM],1.42e-08M*,1.58e-08M*,i,13.8%,-2.3%,-6.0%,5.1%[9.22 µM],?
Cc1cc(NC(=O)COC(=O)c2c(C)nn(-c3ccccc3)c2C)no1,0.2%[57.5 µM],i,3.6%,i,i,i,-14.7%,-1.1%,-3.1%,0.9%,7.9%
CCS(=O)(=O)NCCc1csc(C)n1,-0.6%,i,3.6%,i,i,i,-8.6%,-4.2%,1.3%,-2.0%,-2.8%
N=c1c(S(=O)(=O)c2ccc(Cl)cc2)cc2c(=O)n3ccccc3nc2n1CCN1CCOCC1,-0.1%,i,3.8%,9.42e-07M*,9.05e-07M*,i,13.8%,-3.6%,-3.7%,2.3%,?
COc1ccc(C(=O)NCC(=O)NC2=NCCS2)cc1,0.5%,.,0.6%,.,.,.,-11.8%,-2.3%[2.3 µM],-5.7%,.,-0.6%
COc1cccc(-c2nnc3n2N=C(c2cccc(Br)c2)CS3)c1,4.4%[1.84 µM],i,0.7%,i,i,i,6.1%,-2.5%,8.8%,0.5%,5.0%
COc1ccc(Cl)cc1S(=O)(=O)N1CCN(CC(=O)C(C)(C)C)CC1,3.7%,i,3.5%,i,i,i,6.6%,-3.2%,7.3%,-2.1%,-13.6%
CCOC(=O)c1ccc2ncc(C(=O)OCC)c(NCCCN3CCOCC3)c2c1,-1.3%,.,-0.4%,.,.,.,?,?,-2.0%,0.1%,?
CCCN1CCN(CCCNC(=O)Cn2nc(-c3ccccc3)ccc2=O)CC1,-0.6%,i,-1.6%,i,i,i,33.9%,?,-2.0%,0.2%,-0.1%
Cc1ccc(Cn2nnc3c(=O)n(CC(=O)NCC4CCCO4)cnc32)cc1 (stereo unspecified),0.5%,i,3.9%,?,?,i,-0.6%,-2.4%,4.2%,2.2%,?
CCN(CC)c1cc2nonc2c2nonc12,-3.5%,i,2.2%,i,i,?,6.2%,?,-11.7%,-1.2%,?
CC(=C1C(=O)c2ccccc2C1=O)N1CCN(Cc2ccccc2)CC1,0.5%,i,-1.0%,i,i,?,-9.1%,?,-5.9%,2.0%,-15.0%
Cc1ccc(C(C)NC(=O)C2CCCO2)cc1C (stereo unspecified),1.1%,i,0.4%,i,i,i,1.3%,0.7%,5.6%,1.7%,-7.4%
CCC(C)(NC(=O)CNC(C)=O)C(=O)NC1CCCCC1 (stereo unspecified),-1.2%,i,0.9%,i,i,i,-2.8%,-7.9%,1.5%,1.0%,?
CCCCCn1c(CNC(=O)c2cccs2)nc2ccccc21,-2.2%,i,0.3%,i,i,i,22.3%,0.3%,-4.3%,3.3%,?
CC(C)OCCCNC(=O)c1c(N)n(/N=C/c2ccccn2)c2nc3ccccc3nc12,-0.6%[57.5 µM],?,2.3%,i,i,?,-19.0%,-3.1%,2.6%,4.3%,2.51µM*
CN(C)CCN1C(=O)c2oc3ccccc3c(=O)c2C1c1ccccc1 (stereo unspecified),-0.9%[57.5 µM],i,2.2%,i,?,?,-6.5%,-2.6%,1.7%,6.4%,18.5%
O=C(NCc1ccco1)c1cccc(NC(=O)c2ccccc2)c1,-0.2%,i,-2.4%,i,i,i,?,-8.4%,-7.5%,2.7%,?
CC(=O)Nc1c(C(=O)c2ccccc2)oc2ccccc12,-0.3%[57.5 µM],i,7.5%,1.7e-08M*,1.72e-08M*,i,-8.2%,17.2%,-2.1%,4.5%,?
CN1CCc2c(c3c(n2C)CCN(C)[C@@H]3c2cccnc2)[C@H]1c1cccnc1,.,i,-0.4%[25.5 µM],i,i,?,.,.,.,-4.8%[20.6 µM],.
Clc1cc(Br)ccc1OCCOCCN1CCOCC1,1.4%,.,-1.4%,.,.,.,7.5%,-4.5%,-9.4%,0.0%,9.1%
O=C(CSc1nnc(-c2ccco2)n1-c1ccccc1)N1CCc2ccccc21,-0.6%,i,2.0%,i,i,i,-7.4%,1.8%,-6.8%,2.1%,8.0%
COc1ccc(Cl)cc1C(=O)NCC(c1ccco1)N1CCCC1 (stereo unspecified),-0.8%,?,-44.8%,i,i,?,-3.0%,-1.1%,-4.3%,-1.0%,-16.3%
C=CCn1cc(C(=O)NCCCOC)c(=O)c2cc(S(=O)(=O)N(CC)CC)ccc21,0.8%[1.84 µM],i,-1.4%,3.89e-08M*,?,i,4.6%,0.1%,3.6%,0.0%,?
C=CCn1c(=S)[nH]c2ccc(Br)cc2c1=O,-0.4%,i,1.4%,9.78e-07M*,1.04e-06M*,1.95e-08M*,-14.1%,-2.2%,-0.6%,2.9%,29.8%
COc1ccccc1-c1cncnc1NCc1cccnc1,-0.3%,i,0.0%[2.29 µM],i,i,i,-0.5%,-1.8%,-7.5%,6.0%[9.22 µM],-14.0%
NC(=O)NC(=O)COC(=O)c1ccccc1Oc1ccccc1,2.1%[57.5 µM],i,1.2%,i,i,?,16.5%,-1.4%,-0.9%,-1.6%,2.7%

# Not all compounds are listed; rates above refer to the full screens.
